# Bioassay records deposited in PubChem by Broad Institute.
# IDH1 R132H inh = inhibitors of human IDH1 R132H; 70,000 compounds, 0.18% hits; inhibition, % at 10 µM; O75874; IDH1 R132H reductase, diaphorase/resazurin fluorescence, 60 min; in the data active = inhibition above about 34%; inconclusive = no clear call, values can overlap the other calls; inactive = below about 11%;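 also: 0% = DMSO and 100% = no enzyme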
# PRC2 inh = inhibitors of human EZH2/PRC2 methyltransferase. Q15910. PRC2 H3K27 methylation, DELFIA TRF, 1 h. inhibition, % at 12.5 µM. 57,000 compounds, 0.35% hits. AID 651548;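 active = mean inhibition of replicates at least 50% and every single replicate also reaching 50%; inconclusive = mean inhibition at least 50% but some replicate falls below 50%; inactive = mean inhibition under 50%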;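 also: dimethyl H3K27 on biotinylated H3 21-44 peptide detected by antibody; plate controls were median neutral control wells for no effect and median positive control wells for full effect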
# Target sequence (Q15910 whole entry, looked up): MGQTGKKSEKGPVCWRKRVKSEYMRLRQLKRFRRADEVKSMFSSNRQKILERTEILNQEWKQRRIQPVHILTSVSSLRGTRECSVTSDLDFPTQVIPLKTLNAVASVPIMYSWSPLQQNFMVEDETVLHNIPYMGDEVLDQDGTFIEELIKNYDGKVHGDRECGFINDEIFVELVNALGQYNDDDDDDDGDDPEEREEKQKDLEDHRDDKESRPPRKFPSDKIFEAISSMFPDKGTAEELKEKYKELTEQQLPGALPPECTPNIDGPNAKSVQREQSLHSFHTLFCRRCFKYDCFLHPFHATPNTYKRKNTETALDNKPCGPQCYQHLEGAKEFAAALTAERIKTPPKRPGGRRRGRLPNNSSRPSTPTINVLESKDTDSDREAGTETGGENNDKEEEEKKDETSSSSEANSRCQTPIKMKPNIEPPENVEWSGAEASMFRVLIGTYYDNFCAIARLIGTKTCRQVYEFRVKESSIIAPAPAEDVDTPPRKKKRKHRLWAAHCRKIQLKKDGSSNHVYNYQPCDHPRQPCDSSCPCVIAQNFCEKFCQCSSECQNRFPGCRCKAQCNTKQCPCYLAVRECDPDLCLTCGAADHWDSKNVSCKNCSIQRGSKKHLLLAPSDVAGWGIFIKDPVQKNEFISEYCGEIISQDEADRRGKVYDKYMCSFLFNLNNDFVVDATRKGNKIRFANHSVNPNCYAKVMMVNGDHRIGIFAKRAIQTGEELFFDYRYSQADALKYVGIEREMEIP
# Starred values were filed as active, the others as inactive; u = inconclusive; x = not tested or not shown. This is a subset, so the mix of outcomes need not match the whole.
molecule	PRC2 inh	IDH1 R132H inh
C[C@@H]1CN([C@@H](C)CO)S(=O)(=O)c2ccc(C#CC3CCCC3)cc2O[C@H]1CN(C)S(C)(=O)=O	1	x
COc1ccc(S(=O)(=O)N(C)C[C@H]2OCCCC[C@H](C)Oc3ccc(NC(=O)NC(C)C)cc3C(=O)N([C@H](C)CO)C[C@H]2C)cc1	x	1.5
CS(=O)(=O)N(CC(=O)Nc1ccc(C(N)=O)cc1)c1cccc(C(F)(F)F)c1	4	0.0
CNC[C@@H]1Oc2cc(C#CCC3CCCC3)ccc2S(=O)(=O)N([C@@H](C)CO)C[C@@H]1C	-37	0.2
CCC(=O)Nc1ccc2c(c1)C(=O)N(C)C[C@@H](OC)[C@H](C)CN(C(=O)CC1CC1)[C@H](C)CO2	1	-0.2
CC(C)NS(=O)(=O)c1ccc(OCC(N)=O)c(Cl)c1	-3	0.6
C[C@H](CO)N1C[C@H](C)[C@@H](CN(C)CC2CC2)Oc2cc(C#CC3(O)CCCC3)ccc2S1(=O)=O	-7	0.2
C[C@H](CO)N1C[C@H](C)[C@@H](CN(C)Cc2ccc(-c3ccccc3)cc2)Oc2ccc(NC(=O)C3CC3)cc2C1=O	x	-0.2
CC(C)NC(=O)N(C)C[C@@H]1Oc2c(NC(=O)Nc3ccc(C(F)(F)F)cc3)cccc2C(=O)N([C@H](C)CO)C[C@@H]1C	-19	x
C[C@@H]1CN([C@@H](C)CO)C(=O)c2cc(-c3ccccc3)cnc2O[C@H]1CN(C)Cc1ccccc1	-6	-1.4
CNC[C@H]1Oc2ccc(NC(=O)Cc3cn(C)c4ccccc34)cc2C(=O)N([C@H](C)CO)C[C@@H]1C	-10	x
CN(C)CC(=O)Nc1ccc2c(c1)[C@@H]1C[C@H](CC(=O)N3CCCCC3)O[C@H](CO)[C@@H]1O2	-3	-2.2
C[C@H]1CCCCO[C@H](CN(C)S(=O)(=O)c2ccccc2)[C@@H](C)CN([C@@H](C)CO)C(=O)c2cc(N(C)C)ccc2O1	-2	1.9
CN(C)C(=O)C[C@H]1C[C@@H]2c3cc(NS(=O)(=O)c4ccc(F)cc4)ccc3O[C@@H]2[C@@H](CO)O1	10	-1.6
CO[C@H]1CN(C)C(=O)c2ccc(NC(=O)C3CCCC3)cc2OC[C@H](C)N(CC2CC2)C[C@H]1C	-3	0.4
Cc1noc(C)c1NC(=O)N(C)C[C@H]1Oc2ccc(NC(=O)c3ccncc3)cc2CC(=O)N([C@H](C)CO)C[C@@H]1C	x	3.8
C[C@H]1CN([C@@H](C)CO)C(=O)Cc2cc(NC(=O)c3ccncc3)ccc2O[C@H]1CN(C)S(=O)(=O)c1ccc(Cl)cc1	-1	0.1
Cc1ccc(S(=O)(=O)Nc2ccc3c(c2)CC(=O)N([C@@H](C)CO)C[C@H](C)[C@H](CN(C)Cc2ccc(C(=O)O)cc2)O3)cc1	x	0.9
CC(=O)N(C)C[C@H]1Oc2ncc(C#CC(C)(C)O)cc2C(=O)N([C@H](C)CO)C[C@@H]1C	-3	0.0
NC(=O)c1ccccc1NC(=O)COc1cccc2ccccc12	-4	1.4
C[C@H](CO)N1C[C@H](C)[C@H](CN(C)C(=O)Nc2cccc3ccccc23)Oc2ccc(NC(=O)C3CCCCC3)cc2CC1=O	x	-0.6
C[C@H]1CCCCO[C@H](CN(C)S(=O)(=O)c2cccs2)[C@@H](C)CN([C@@H](C)CO)C(=O)c2cc(N(C)C)ccc2O1	-9	-1.1
O=C(CSc1nnnn1-c1ccccc1)Nc1cccc2nsnc12	12	-0.2
C[C@H](CO)N1C[C@H](C)[C@@H](CN(C)Cc2ccc(F)cc2)Oc2ncc(C#CCN(C)C)cc2C1=O	x	0.6
CC(C)NC(=O)Nc1cccc2c1O[C@H](CN(C)Cc1ccccc1)[C@H](C)CN([C@H](C)CO)C2=O	2	0.7
O=C(C[C@@H]1C[C@@H]2c3cc(NC(=O)c4cccnc4)ccc3O[C@@H]2[C@H](CO)O1)NCc1cccc(F)c1	-1	-0.3
CO[C@@H](CN(C)S(=O)(=O)c1ccc(Cl)cc1)[C@H](C)CN(C(=O)Nc1ccccc1F)[C@@H](C)CO	3	-0.2
C[C@@H]1CN([C@@H](C)CO)C(=O)c2cc(NC(=O)Nc3ccc(C(F)(F)F)cc3)ccc2O[C@H]1CN(C)C	-10	1.8
C[C@H]1CN([C@@H](C)CO)S(=O)(=O)c2ccc(C3=CCCCC3)cc2O[C@@H]1CN(C)Cc1cccnc1	30	x
Cc1noc(C)c1NC(=O)Nc1ccc2c(c1)C(=O)N([C@H](C)CO)C[C@@H](C)[C@@H](CN(C)Cc1ccccc1)OCCCC[C@H](C)O2	x	5.9
C[C@H]1CN([C@@H](C)CO)C(=O)c2cc(NS(=O)(=O)c3cn(C)cn3)ccc2O[C@H]1CN(C)C	1	1.3
C[C@H]1CN([C@@H](C)CO)C(=O)c2cc(NC(=O)Cc3cn(C)c4ccccc34)ccc2O[C@H]1CN(C)Cc1ccc(Cl)c(Cl)c1	x	-0.3
C[C@H]1CN([C@@H](C)CO)C(=O)Cc2cc(NC(=O)CCC(F)(F)F)ccc2O[C@@H]1CN(C)S(=O)(=O)c1ccc(Cl)cc1	-1	1.2
CO[C@@H]1CN(C)C(=O)c2cc(NC(=O)c3ccccc3F)ccc2OC[C@H](C)N(C(C)=O)C[C@H]1C	5	-0.4
CO[C@@H]1CN(C)C(=O)c2cc(NC(=O)C3CC3)ccc2OC[C@H](C)N(C(=O)c2ccncc2)C[C@@H]1C	12	0.1
COc1ccccc1S(=O)(=O)N[C@@H]1C=C[C@@H](CC(=O)NCc2cccc(F)c2)O[C@H]1CO	-4	0.0
CCC(=O)Nc1ccc2c(c1)OC[C@H](C)N(C(=O)c1ccc(F)cc1)C[C@@H](C)[C@@H](OC)CN(C)C2=O	1	0.1
C[C@H](CO)N1C[C@H](C)[C@@H](CN(C)Cc2cncnc2)Oc2cc(C#C[C@@H](C)O)ccc2S1(=O)=O	4	-2.8
C[C@H]1CN([C@@H](C)CO)S(=O)(=O)c2ccc(C3=CCCC3)cc2O[C@@H]1CN(C)C	-14	6.4
CC(=O)C(C#N)C(=O)Nc1ccc(OC(F)(F)F)cc1 (centres undefined)	x	1.6

# The last 2 compounds of the section before are carried over, then new ones follow:
molecule	PRC2 inh	IDH1 R132H inh
C[C@H]1CN([C@@H](C)CO)S(=O)(=O)c2ccc(C3=CCCC3)cc2O[C@@H]1CN(C)C	-14	6.4
CC(=O)C(C#N)C(=O)Nc1ccc(OC(F)(F)F)cc1 (centres undefined)	x	1.6
Cc1noc(C)c1S(=O)(=O)N(C)C[C@H]1Oc2ccc(NS(=O)(=O)c3cn(C)cn3)cc2CC(=O)N([C@@H](C)CO)C[C@@H]1C	x	0.1
C[C@H](CO)N1C[C@H](C)[C@@H](CN(C)C(=O)Nc2ccc3c(c2)OCO3)Oc2ccc(NC(=O)C3CCCCC3)cc2CC1=O	x	-11
Cc1noc(C)c1S(=O)(=O)Nc1ccc2c(c1)C(=O)N([C@@H](C)CO)C[C@@H](C)[C@@H](CN(C)C(=O)Nc1ccc(C(F)(F)F)cc1)O2	x	-0.6
C[C@H](CO)N1C[C@H](C)[C@@H](CN(C)C(=O)Cc2ccccc2)OCc2cnnn2CCCC1=O	11	x
C[C@H](CO)N1C[C@H](C)[C@@H](CN(C)Cc2ccc(C(=O)O)cc2)Oc2ncc(C3=CCCC3)cc2C1=O	-10	-2.1
C[C@H]1CN([C@@H](C)CO)C(=O)c2cc(-c3ccncc3)cnc2O[C@H]1CN(C)C(=O)c1ccccc1F	x	-1.0
Cc1ccccc1-c1noc(CCC(=O)Nc2cccc(C)c2C)n1	18	-0.2
O=C(Nc1ccc(Cl)cc1)N[C@H]1CC[C@H](CCNS(=O)(=O)c2ccccc2F)O[C@@H]1CO	5	-0.3
COc1ccccc1C(=O)Nc1ccc2c(c1)OC[C@H](C)NC[C@@H](C)[C@@H](OC)CN(C)C2=O	1	u
C[C@@H]1CN([C@@H](C)CO)C(=O)c2cccc(NS(=O)(=O)c3ccc(Cl)cc3)c2O[C@@H]1CN(C)Cc1ccncc1	7	8.4
C[C@H]1CN([C@@H](C)CO)S(=O)(=O)c2ccc(C#Cc3cccnc3)cc2O[C@H]1CN(C)C	-10	1.1
C[C@H]1CN([C@@H](C)CO)C(=O)c2cc(-c3cccc(F)c3)cnc2O[C@H]1CN(C)Cc1ccncc1	x	0.1
CCCC#Cc1ccc2c(c1)O[C@H](CN(C)C(=O)c1ccncc1)[C@H](C)CN([C@H](C)CO)S2(=O)=O	8	3.8
C[C@@H]1CCCCO[C@H](CN(C)C(=O)Nc2cccc3ccccc23)[C@@H](C)CN([C@H](C)CO)C(=O)c2cc(NS(=O)(=O)c3ccc(F)cc3)ccc2O1	x	2.9
C[C@@H]1CN([C@H](C)CO)C(=O)c2cc(-c3cccc(F)c3)cnc2O[C@H]1CN(C)C(=O)C1CCOCC1	x	-0.2
COCC#Cc1ccc2c(c1)O[C@@H](CN(C)C(=O)Nc1ccc(OC)cc1)[C@H](C)CN([C@@H](C)CO)S2(=O)=O	x	-0.2
C[C@@H]1CN([C@@H](C)CO)C(=O)Cc2cc(NC(=O)C3CCCCC3)ccc2O[C@H]1CN(C)C(=O)Nc1ccccc1	1	0.0
O=C1c2ccccc2S(=O)(=O)N1CCCCN1CCN(c2ncccn2)CC1	-10	-3.5
COCCOC(=O)N1C(=O)[C@@]2(c3ccccc31)[C@H](C(=O)N1CCN(c3ncccn3)CC1)[C@H]1C(=O)O[C@H](c3ccccc3)[C@H](c3ccccc3)N1[C@@H]2c1ccc(O)cc1	-20	0.4
C[C@@H]1CN([C@H](C)CO)C(=O)c2cc(NC(=O)Nc3ccc4c(c3)OCO4)ccc2O[C@H]1CN(C)C	-4	-1.4

# Taken from above.
# In IDH1 R132H inh, `C[C@H]1CN([C@@H](C)CO)C(=O)c2cc(-c3cccc(F)c3)cnc2O[C@H]1CN(C)Cc1ccncc1` shows 0.1
# In PRC2 inh, `COCCOC(=O)N1C(=O)[C@@]2(c3ccccc31)[C@H](C(=O)N1CCN(c3ncccn3)CC1)[C@H]1C(=O)O[C@H](c3ccccc3)[C@H](c3ccccc3)N1[C@@H]2c1ccc(O)cc1` shows -20

# The list goes on:
molecule	PRC2 inh	IDH1 R132H inh
C[C@@H]1CN([C@@H](C)CO)S(=O)(=O)c2ccc(C3=CCCC3)cc2O[C@@H]1CN(C)Cc1ccncc1	-3	12
O=C(C[C@H]1CC[C@H](NC(=O)Nc2cccc(F)c2)[C@H](CO)O1)NCC1CCCCC1	1	-0.5
COc1ccc(S(=O)(=O)N[C@@H]2CC[C@@H](CC(=O)O)O[C@H]2CO)cc1	7	0.2
O=C(CSc1ncnc2sc3c(c12)CCCC3)N1CCC(c2noc3ccc(F)cc23)CC1	-10	0.1
C[C@@H]1CN([C@@H](C)CO)S(=O)(=O)c2ccc(C#C[C@@H](C)O)cc2O[C@@H]1CN(C)Cc1ccccc1	31	x
COc1ccc(CN(C)C[C@@H]2Oc3ccc(NC(=O)Cc4cn(C)c5ccccc45)cc3C(=O)N([C@H](C)CO)C[C@H]2C)cc1	1	-31
O=C(Nc1ccc(F)cc1)N[C@H]1CC[C@H](CCn2cc(C3(O)CCCC3)nn2)O[C@H]1CO	-12	0.3
C[C@H]1CN([C@@H](C)CO)C(=O)c2cc(NC(=O)NC3CCCCC3)ccc2O[C@@H]1CN(C)C(=O)Nc1ccccc1	19	3.1
C[C@H]1CCCCO[C@H](CN(C)C(=O)CCCN(C)C)[C@@H](C)CN([C@@H](C)CO)C(=O)c2cc(NS(=O)(=O)c3cccs3)ccc2O1	x	2.1
COCC(=O)Nc1ccc2c(c1)C(=O)N(C)C[C@H](OC)[C@@H](C)CN(C(=O)c1ccncc1)[C@@H](C)CO2	9	0.2

# Random excerpt: 3 records from the list, in no set order.
molecule	PRC2 inh	IDH1 R132H inh
COCC(=O)Nc1ccc2c(c1)C(=O)N(C)C[C@H](OC)[C@@H](C)CN(C(=O)c1ccncc1)[C@@H](C)CO2	9	0.2
C[C@H]1CN([C@@H](C)CO)C(=O)c2cc(NC(=O)NC3CCCCC3)ccc2O[C@@H]1CN(C)C(=O)Nc1ccccc1	19	3.1
O=C(Nc1ccc(F)cc1)N[C@H]1CC[C@H](CCn2cc(C3(O)CCCC3)nn2)O[C@H]1CO	-12	0.3

# (continued)
molecule	PRC2 inh	IDH1 R132H inh
Cc1c(NC(=O)COc2ccc(C(C)C)cc2)cccc1C(=O)O	0	-0.1
C[C@@H]1CN([C@@H](C)CO)C(=O)c2cc(NS(=O)(=O)c3ccc(F)cc3)ccc2O[C@@H](C)CCCCO[C@H]1CN(C)C(=O)CCCN(C)C	x	7.2
COC(=O)C[C@@H]1C[C@H]2c3cc(NC(=O)Nc4ccccc4F)ccc3O[C@H]2[C@H](CO)O1	-4	-0.3
C[C@H]1CN([C@@H](C)CO)C(=O)c2cc(C#Cc3ccc(F)cc3)cnc2O[C@H]1CN(C)CC1CCOCC1	0	-0.2
C[C@H]1CN([C@@H](C)CO)S(=O)(=O)c2ccc(C#CC(C)(C)O)cc2O[C@@H]1CN(C)C(=O)CN(C)C	-1	-0.1
CN1CCc2cccc3c2[C@H]1Cc1ccc(O)c(O)c1-3	3	3.7
COCC(=O)N(C)C[C@@H]1Oc2cc(C3=CCCC3)ccc2S(=O)(=O)N([C@@H](C)CO)C[C@H]1C	8	9.5
CCCNC(=O)N(C)C[C@@H]1Oc2cc(-c3ccncc3)ccc2S(=O)(=O)N([C@@H](C)CO)C[C@@H]1C	2	-1.8
CCCCc1c(-c2ccc(O)cc2)[nH]c2nccnc12	-7	2.3
CCCc1ccc(-c2c(C)sc(N)c2C#N)cc1	21	-0.5
